Assay outcomes from PubChem.
NCI-60 one-dose screen, 48 h, at 10 µM unless noted. Numbers give growth in % (100 = growth as untreated, 0 = no growth, -100 = all killed).
EKVX = EKVX NSCLC; 71,000 compounds, 3% hits; AID 1794765
UACC-62 = UACC-62 melanoma; 81,000 compounds, 5.4% hits; AID 1794756
M14 = M14 melanoma; 80,000 compounds, 6.2% hits; AID 1794745
SK-MEL-2 = SK-MEL-2 melanoma; 77,000 compounds, 4.7% hits; AID 1794763
A549/ATCC = A549/ATCC NSCLC; 81,000 compounds, 3.7% hits; AID 1794740
UACC-257 = UACC-257 melanoma; 78,000 compounds, 4.4% hits; AID 1794764
MALME-3M = MALME-3M melanoma; 78,000 compounds, 5.8% hits; AID 1794766
SK-MEL-5 = SK-MEL-5 melanoma. 80,000 compounds, 6.4% hits. AID 1794755
* marks the source's active call; other numbers are inactive results; nt = not tested or not shown; & = joins results of further samples. Rule for the calls: active = growth percent below 10; inactive = the rest.

Under each structure: SK-MEL-2	UACC-62	UACC-257	SK-MEL-5	MALME-3M	EKVX	A549/ATCC	M14
#1 O=C1C=Cc2ccccc2C1=C1SCCS1
  nt	104	108	102	103	nt	103	101
#2 C[N+](C)(C)CCS(=O)(=O)[O-]
  106	109	nt	113	95	nt	100	103
#3 COc1cc(C(c2c[nH]c3ccccc23)N2CCCC2)cc(OC)c1OC (stereo unspecified)
  84	96	105	99	87	nt	96	103
#4 O=C(Cl)CN1C(=O)c2ccccc2C1=O
  106	99	114	96	92	96	102	104
#5 O=C(CC(C(=O)O)c1ccccc1)c1ccccc1 (stereo unspecified)
  99	95	104	106	97	102	104	108
#6 Cc1ccc(NC(=O)CCl)cc1Cl
  85	81	91	87	79	nt	106	104
#7 NNc1ccc(S(=O)(=O)c2ccc(NN)cc2)cc1
  104	101	106	89	102	94	99	107
#8 COc1ccc(-c2nn(-c3cccc(NC(=O)Nc4ccc(Cl)c(C(F)(F)F)c4)c3)cc2-c2ccncc2)cc1Cl
  nt	-3.0*	-7.9*	15	-8.9*	nt	8.5*	6.2*
#9 Nc1nc(N)c2c(n1)NC(c1ccccc1)C1CCc3ccccc3C1=N2 (stereo unspecified)
  87	49	20	-23*	15	39	63	53
#10 S=C(NCCCN1CCOCC1)NCCCN1CCOCC1
  108	101	nt	106	134	99	113	104
#11 COc1ccc2nc3c(c(NCCCN(C)C)c2c1)CCCC3
  113	91	98	98	121	97	87	98
#12 CC(Oc1ccccc1)C(=O)O (stereo unspecified)
  121	nt	116	104	88	97	117	103
#13 CCN(CC)CCC(=O)NCc1cn(-c2ccc3cc4ccc(-n5cc(CNC(=O)CCN(CC)CC)nn5)cc4nc3c2)nn1
  111	106	105	115	nt	105	88	105
#14 CSc1nc(NCCO)c(C#N)c(-c2cccc([N+](=O)[O-])c2)n1
  113	87	115	97	111	89	105	104
#15 CC[C@]12C=CCN3CC[C@]4(C(=C(C(=O)OC)C1)Nc1cc(OC)c([C@@H]5[C@H]6O[C@H]6[C@@]6(CC)CC(C(=O)OC)=C7Nc8cc(O)ccc8[C@@]78CCN5[C@@H]68)cc14)[C@@H]32
  -67*	-72*	-10*	-96*	-77*	6.2*	17	-28*
#16 COc1cc2cc(COc3nccc(-c4ccc(Cl)cc4)n3)c(=O)[nH]c2cc1OC
  97	92	98	77	46	91	67	-27*
#17 Clc1cc(Cl)c(Cl)nc1Cl
  122	97	86	98	118	nt	94	101
#18 COc1ccc(-n2c(SCc3n[nH]c(=S)o3)nc3cc(OC)c(OC)cc3c2=O)cc1
  101	91	94	104	59	97	104	nt
#19 O=C(COc1ccc(-c2nc3cc(Cl)c(Cl)cc3[nH]2)cc1)N=Nc1c(O)[nH]c2ccc([N+](=O)[O-])cc12
  96	91	98	82	99	99	102	94
#20 CCOC(=O)c1c[nH]c2c(Cl)c(C)ccc2c1=O
  97	90	108	99	114	102	101	nt
#21 CC1=N/C(=C\c2ccccc2)C(=O)N1CCc1ccc(S(N)(=O)=O)cc1
  105	92	90	97	97	93	98	93
#22 O=C1/C(=C/C=C/c2ccco2)SC(=S)N1CCc1ccc(O)cc1
  105	85	106	98	91	99	91	98
#23 O=c1/c(=C/c2ccccn2)sc2nc3ccccc3n12
  110	88	106	99	89	91	103	98
#24 CC(C)Sc1nc(-c2ccc(Br)cc2)c(C#N)c(N2CCOCC2)n1
  95	77	108	85	105	88	nt	112
#25 O=C1CCC(c2ccccc2)O1 (stereo unspecified)
  111&98	109&92	101&84	102&95	95&105	96&97	101&90	97&96
#26 Cn1c2nc(=O)[nH]c(=O)c-2cc2ccccc21
  129	108	104	117	113	99	110	104
#27 NC1=NC(c2cccc([N+](=O)[O-])c2)N=C(Nc2nn[nH]n2)N1 (stereo unspecified)
  107	94	104	96	99	92	101	101
#28 COc1ccc(-c2c3c(nn2Cc2ccccc2)CCc2cnoc2-3)cc1
  102	87	87	99	102	86	85	110
#29 CN(CCO)c1ncnc2c1cnn2C
  93	104	114	101	98	93	94	99
#30 C#CCN1C(=O)/C(=c2\sc3n(c2=O)NC2C(N=3)N(CC)C(=O)N2CC)c2ccccc21 (stereo unspecified)
  91	54	nt	53	51	70	86	81

Other structures
Under each structure: SK-MEL-2	UACC-62	UACC-257	SK-MEL-5	MALME-3M	EKVX	A549/ATCC	M14
#31 O=c1[nH]c2ccccc2cc1-c1nnc(Cn2c(COc3ccccc3)nc3ccccc32)o1
  92	60	84	63	78	nt	68	82
#32 COc1ccc(-c2c(C#N)c(=O)[nH]c3c2c(N)nn3-c2ccccc2)cc1
  106	97	103	102	105	89	107	98
#33 Cc1cccc(N2CCN(CC(O)COc3ccccc3C)CC2)c1 (stereo unspecified)
  97	94	101	97	nt	95	104	94
#34 CN1CCN(c2ccc(Nc3nc(NCCNS(=O)(=O)c4cccc(F)c4)c4sccc4n3)cc2)CC1
  100	96	98	96	103	95	98	102
#35 CN(C)c1ccc(/C=N/NC(=O)CSc2nc3sc4c(c3c(=O)n2-c2ccccc2)CCCCC4)cc1
  79	8.0*	65	46	36	47	6.6*	47
#36 CC1=C(C)C(=O)C(C(C)C2=C(C)C(=O)C(C)=C(C)C2=O)=C(C)C1=O
  98	85	93	75	119	62	102	108
#37 CC(C(=O)O)N1C(=NCC(=O)c2ccccc2)NNC1(C)c1ccccc1O (stereo unspecified)
  91	78	96	91	100	75	87	100
#38 COc1cc(Cl)cc(-c2nn(-c3cccc(NC(=O)Nc4ccc(Cl)c(Cl)c4)c3)cc2-c2ccncc2)c1
  -32*	4.4*	-11*	3.5*	-20*	nt	11	19
#39 CS(=O)(=O)c1ccc(-c2cc(-c3nnc(SCC(=O)c4ccccc4)n3-c3ccccc3)c3ccccc3n2)cc1
  97	68	99	66	82	85	72	92
#40 O=C1c2nc3n(c2C(=O)c2nc4n(c21)CCCC4)CCOC3
  79	97	nt	43	32	112	nt	93
#41 C#CCOC(=O)[C@]1(C)CCC[C@]2(C)[C@H]3C[C@H]4C(C(C)C)=C[C@]3(CC[C@H]21)[C@@H]1C(=O)CCC(=O)[C@@H]14
  88	63	92	85	110	76	77	92
#42 NC(C(=O)c1ccccc1)c1ccccc1 (stereo unspecified)
  102	108	94	106	101	103	110	111
#43 CC(=O)N1N=C(c2ccc3ccccc3c2O)OC1c1ccc(Cl)cc1 (stereo unspecified)
  88	104	99	95	92	nt	98	90
#44 C[C@@H]1CN(c2nnc(-c3ccccn3)n2C)C[C@H](C)O1
  108	98	99	100	100	101	104	98
#45 COc1ccccc1N=Nc1sc(=O)[nH]c1S
  101	89	91	98	96	107	101	91
#46 Cc1nc2cc(Nc3nc(N4CCOCC4)nc(N4CCN(C)CC4)n3)ccc2n1Cc1ccccc1
  106	102	99	98	106	nt	102	110
#47 CCCCSc1nnc(-c2ccc(-c3ccccc3)nc2C)o1
  100	86	107	99	99	91	102	101
#48 Cc1[nH]c2ccccc2c(=O)c1CC=C(Cl)Cl
  46	64	100	72	82	nt	17	73
#49 O=C(NNC(=O)c1cc2oc(-c3cccc(C(F)(F)F)c3)cc2[nH]1)c1ccccc1
  106	75	94	72	17	89	90	nt
#50 Cc1ccc(C(O)(CBr)CC(Cl)(Cl)Cl)cc1 (stereo unspecified)
  nt	108	102	99	94	nt	105	101
#51 COc1ccc(NC(=O)/C(C)=N/O)cc1
  110	97	97	96	96	96	97	107
#52 O=C1C=C(c2ccccc2)C1(Cl)Cl
  96	97	107	99	123	105	105	99
#53 COc1cc(NC(=O)CSc2nnc(-c3ccc4nc(-c5ccccc5)[nH]c4c3)o2)cc(OC)c1OC
  112	81	103	68	76	108	111	nt
#54 O=C(NO)c1ccc(Cn2c(=O)n(CCc3ccc(O)cc3)c(=O)c3ccccc32)cc1
  75	nt	nt	42	39	77	84	37
#55 O=C1CC(N2C(=O)/C(=C/C(Cl)=C\c3ccc([N+](=O)[O-])cc3)SC2=S)C(=O)N1c1ccc(Cl)cc1 (stereo unspecified)
  68	16	58	60	23	32	71	24
#56 O=C(NC(CO)C(=O)O)OCc1ccccc1 (stereo unspecified)
  101	109	106	111	118	107	109	102
#57 Cc1ccc(Nc2ncnc3c2cnn3-c2cccc(F)c2)cc1
  90	85	107	99	101	100	99	98
#58 O=C(CSC1CCc2ccccc21)NNC(=O)Nc1ccc(Cl)cc1 (stereo unspecified)
  91	32	100	91	nt	nt	80	89
#59 Brc1ccc(-c2nnc3sc(/C=C/c4ccccc4)nn23)cc1
  nt	88	105	101	102	101	98	95
#60 CC1CCC(=NNC(=O)Cc2ccccc2Nc2c(Cl)cccc2Cl)CC1 (stereo unspecified)
  127	106	114	98	101	96	109	95

Entries of single compounds as entered above. Values in the order: SK-MEL-2 | UACC-62 | UACC-257 | SK-MEL-5 | MALME-3M | EKVX | A549/ATCC | M14
CC1=C(C)C(=O)C(C(C)C2=C(C)C(=O)C(C)=C(C)C2=O)=C(C)C1=O reads 98 | 85 | 93 | 75 | 119 | 62 | 102 | 108
CC(=O)N1N=C(c2ccc3ccccc3c2O)OC1c1ccc(Cl)cc1 (stereo unspecified) reads 88 | 104 | 99 | 95 | 92 | nt | 98 | 90
COc1cc(Cl)cc(-c2nn(-c3cccc(NC(=O)Nc4ccc(Cl)c(Cl)c4)c3)cc2-c2ccncc2)c1 reads -32* | 4.4* | -11* | 3.5* | -20* | nt | 11 | 19
CN(C)c1ccc(/C=N/NC(=O)CSc2nc3sc4c(c3c(=O)n2-c2ccccc2)CCCCC4)cc1 reads 79 | 8.0* | 65 | 46 | 36 | 47 | 6.6* | 47

Further entries
Under each structure: SK-MEL-2	UACC-62	UACC-257	SK-MEL-5	MALME-3M	EKVX	A549/ATCC	M14
#61 COc1ccc(N2CCN(Cc3ccc(-c4nn5c(=O)c(Cl)c(C)nc5s4)cc3)CC2)cc1
  102	90	90	86	108	84	71	93
#62 Cc1nn(-c2ccccc2)c(-n2ccnc2)c1/C=N/Nc1nc(-c2ccc(Cl)c(Cl)c2)cs1
  84	71	63	26	23	31	-8.2*	45
#63 CC(=O)C1CCCCC1
  106	103	nt	100	107	nt	97	106
#64 CCCCOc1nc2ccccc2cc1/C=C/C(=O)/C=C(O)/C=C/c1cc2ccccc2nc1OCCCC
  69	97	101	103	109	100	98	101
#65 Cc1[nH]c(=S)[nH]c(=O)c1CCC1OCCO1
  90	93	98	104	96	71	103	111
#66 Oc1c(Cl)cc(Cl)cc1C1N2CCCCC2C2c3cccn3-c3ccccc3N21 (stereo unspecified)
  nt	104	103	101	88	nt	99	101
#67 CCOC(=O)c1c(C)nc(C)c(C(=O)OCC)c1-c1ccc(OC)cc1
  107	73	114	92	112	102	97	95
#68 CC(=O)c1ccc(NC(=O)CCN2CCN(c3cc4c(cc3F)c(=O)c(C(=O)O)cn4C3CC3)CC2)cc1
  108	96	111	101	102	104	103	104
#69 CS(=O)(=O)Oc1ccccn1
  114	108	91	103	105	nt	95	105
#70 CCOC(=O)c1c(C)nc2c(c1N)CC(=O)N2[C@@H](C)c1ccc(OC)cc1
  93	87	99	86	112	32	78	93
#71 CN1CCN(C(=O)[C@]23CCC(C)(C)C[C@@H]2C2=CC[C@@H]4[C@@]5(C)Cc6c([nH]c7ccccc67)C(C)(C)[C@@H]5CC[C@@]4(C)[C@]2(C)CC3)CC1
  95	96	86	94	90	77	69	78
#72 Fc1ccc(Nc2nc(Nc3cnc4ccccc4c3)c3[nH]cnc3n2)cc1Cl
  81	82	86	78	91	46	83	94
#73 CCC(NN)C(=O)OCc1ccccc1 (stereo unspecified)
  nt	105	100	104	105	106	99	95
#74 CCOC(=O)C1(c2cccs2)C(=O)C2=C(CCCC2)N1c1ccccc1 (stereo unspecified)
  85	79	93	102	98	92	85	92
#75 O=C1NN=CN2c3ccc(Br)cc3CC(O)CC12 (stereo unspecified)
  107	88	96	96	109	106	90	104
#76 CCOC(=O)C(=O)C=P(c1ccccc1)(c1ccccc1)c1ccccc1
  100	107	111	102	102	105	100	109
#77 O=C1[C@H]2Cc3c([nH]c4ccccc34)[C@@H](c3c(Cl)cccc3Cl)N2C(=O)CN1C1CCN(Cc2c(F)cccc2F)CC1
  75	81	74	nt	79	55	58	62
#78 Cc1ccc(S(=O)(=O)Oc2nc3ccccc3nc2N(S(=O)(=O)c2ccc(C)cc2)S(=O)(=O)c2ccc(C)cc2)cc1
  96	93	107	99	102	96	96	107
#79 Oc1ccc(Nc2ccc3ccccc3c2)cc1
  62	18	74	45	93	79	55	53
#80 COc1cccc(/C=C/C(=O)Nc2cc(OC)c3c(c2)OCO3)c1
  nt	92	97	94	96	92	98	104
#81 O=C1NN(C(=O)c2ccc(O)cc2)C(c2ccccc2)=N/C1=C\c1ccc(F)cc1
  nt	100	100	99	105	98	95	88
#82 O=C(/C=C/c1ccc([N+](=O)[O-])cc1)c1ccc2c3c(cccc13)CC2
  -25*	80	3.3*	98	80	87	nt	95
#83 COc1ccc(-c2csc(NC3=CC(c4ccc(Cl)cc4)OC3=O)n2)cc1 (stereo unspecified)
  77	106	87	103	91	100	78	104
#84 O=C1C(Cl)=C(NCCCN2CCOCC2)C(=O)c2ccccc21
  104	95	73	68	nt	112	99	101
#85 CC1=CC(=O)OC1CC(=O)O (stereo unspecified)
  109	97	86	113	111	110	91	114
#86 Nc1ccc(C2=NN(C(=O)c3cc(-c4ccc(Cl)cc4)nc4ccccc34)C(c3cc(-c4ccccc4)nn3-c3ccccc3)C2)cc1 (stereo unspecified)
  95	101	98	102	94	107	92	106
#87 O=C(C[N+](=O)[O-])c1ccccc1
  111	96	98	98	86	92	100	102

In the list so far, three contain a cyano group:
Under each structure: SK-MEL-2	UACC-62	UACC-257	SK-MEL-5	MALME-3M	EKVX	A549/ATCC	M14
#14 CSc1nc(NCCO)c(C#N)c(-c2cccc([N+](=O)[O-])c2)n1
  113	87	115	97	111	89	105	104
#24 CC(C)Sc1nc(-c2ccc(Br)cc2)c(C#N)c(N2CCOCC2)n1
  95	77	108	85	105	88	nt	112
#32 COc1ccc(-c2c(C#N)c(=O)[nH]c3c2c(N)nn3-c2ccccc2)cc1
  106	97	103	102	105	89	107	98
